JMJD2C inh = inhibitors of GASC-1 histone demethylase, primary screen, biochemical, fluorescence, DELFIA europium | inhibition, % at 2.35 µM | 330,000 tested, 0.069% active | Lysine-specific demethylase 4C (Homo sapiens), Q9H3R0 | GST-JMJD2C(1-420) H3K9me3 demethylation | AID 2099, 2009;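 active = more than half of a compound's replicate wells show inhibition beyond 50%, single wells judged on their own value; inconclusive = some, but no more than half, of replicates pass 50% inhibition; inactive = no replicate passes 50% inhibition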;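 also: signal counts dimethyl H3K9 product captured on neutravidin plate; 0% = median of DMSO wells and 100% = 0.3 times that DMSO median; strong numbers were not always called active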
Target sequence (Q9H3R0 1-420 limits assumed): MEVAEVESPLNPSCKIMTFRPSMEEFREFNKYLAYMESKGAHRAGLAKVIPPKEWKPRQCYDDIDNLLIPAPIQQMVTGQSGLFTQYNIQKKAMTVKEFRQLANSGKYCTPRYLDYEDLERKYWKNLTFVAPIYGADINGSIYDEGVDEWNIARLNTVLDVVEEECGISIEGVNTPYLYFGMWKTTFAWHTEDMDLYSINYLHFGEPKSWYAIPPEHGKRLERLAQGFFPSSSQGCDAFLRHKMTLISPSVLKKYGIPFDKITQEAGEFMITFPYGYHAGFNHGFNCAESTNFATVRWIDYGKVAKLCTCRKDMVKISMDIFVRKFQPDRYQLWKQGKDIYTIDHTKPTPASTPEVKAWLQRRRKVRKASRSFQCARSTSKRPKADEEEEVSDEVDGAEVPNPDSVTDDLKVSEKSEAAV
core dimer inh = inhibitors of HCV core protein dimerization, primary screen, biochemical, TR-FRET, high-throughput | TR-FRET GST/Flag-core106 dimerization, 1536-well | inhibition, % at 5 µM | 300,000 tested, 0.33% active | AID 1899, 2009;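 active = inhibition above the mean of all tested compounds plus 3 SD, set per screening campaign, cut at about 45% in these data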
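System – GST-tagged and Flag-tagged HCV core protein residues 1-106 · Repeats – one well for each compound · Technique – TR-FRET 671 and 617 nm emission · Doses – one concentration, 5 µM, in 0.5% DMSO · Times – 4 h, 22.5 °C incubation · Also added – Eu donor and XL665 acceptor anti-tag antibodies · Measure – percent inhibition of core106 dimerization signal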
GRK2 inh = compounds blocking aptamer binding on GRK2 – biochemical, human GRK2, bead flow cytometry, HTS, primary screen; 330,000 tested, 0.59% active; AID 488847, 2010; inhibition of aptamer binding, % at 10 µM; FAM-aptamer displacement from GRK2; Beta-adrenergic receptor kinase 1 (Homo sapiens), P25098;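 active = inhibition of aptamer binding above 40%, roughly 3 SD of noise, on plates passing a quality check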;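 also: median bead fluorescence of bound FAM aptamer so fluorescent compounds give negative values; no value below 0 was filed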
CTSL1 counter = Fasciola hepatica cathepsin L1 inhibitors, primary screen, counter-screen for PFM18AAP inhibitor project, biochemical, QFRET, fluorogenic peptide substrate; recombinant F. hepatica cathepsin L1, Z-Leu-Arg-MCA fluorescence; inhibition, % at 5.96 µM; 300,000 tested, 0.49% active; AID 1906, 2009;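 active = inhibition above the mean of all tested compounds plus 3 SD, set per screening campaign, cut at about 17% in these data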;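 also: 0% = plate median of test compound wells and 100% = 1 µM Z-Phe-Ala-diazomethylketone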
VLA-4 inh = inhibition in human VLA-4 binding assay, primary screen, VLA-4 allosteric modulator project, MLPCN library, flow cytometry, VLA-4 expressing cells | Integrin alpha-4 (Homo sapiens), P13612 | ligand binding flow cytometry | inhibition, % (about 7 µM as worked out from the volumes in the protocol) | 330,000 tested, 0.2% active; in the data active = inhibition above about 50%
procasp3 activ = activators of human procaspase-3 D3A mutant, primary screen, biochemical, absorbance, PC-3 D3A mutant, single concentration; Caspase-3 (Homo sapiens), P42574; recombinant procaspase-3 D3A, Ac-DEVD-pNA absorbance 405 nm; activation, % at 8.5 µM; 330,000 tested, 0.11% active; AID 463141, 2010;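 active = activation above the mean of all tested compounds plus 3 SD, cut at about 21% in these data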;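 also: 0% = DMSO alone and 100% = DMSO wells spiked with extra 5 µM PC-3 D3A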
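Test system: Procaspase-3 D3A mutant, all three cleavage aspartates alanine | Dosing: Single dose, 8.5 µM nominal compound, 0.8% DMSO | Schedule: 1 h preincubation, 2 h reaction | Technique: 405 nm absorbance of p-nitroaniline, reads at 0 and 120 min | Repeats: One well per compound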
PP1 inh = PP1-alpha phosphatase inhibitors, primary screen, counter-screen for PP5 inhibitor project, biochemical, fluorescence, OMFP substrate, single point; purified PP1alpha; AID 2235, 2010; 320,000 tested, 0.9% active; inhibition, % at 6.7 µM; Serine/threonine-protein phosphatase PP1-alpha catalytic subunit (Homo sapiens), P62136;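 active = inhibition above the mean inhibition of all tested compounds plus 3 SD, computed separately for each screening campaign, cut at about 15% in these data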
PP5 inh = PP5 phosphatase inhibitors, primary screen, biochemical, fluorescence. Serine/threonine-protein phosphatase 5 (Homo sapiens), P53041. purified PP5c, OMFP substrate fluorescence. inhibition, % at 6.7 µM. 320,000 tested, 0.18% active. AID 1987, 2009;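 active = inhibition above the campaign's mean inhibition across all tested compounds plus 3 SD, cut at about 9.5% in these data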;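 also: 0% = DMSO only and 100% = 100 µM cantharidin control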
Target sequence (P53041 whole entry, looked up): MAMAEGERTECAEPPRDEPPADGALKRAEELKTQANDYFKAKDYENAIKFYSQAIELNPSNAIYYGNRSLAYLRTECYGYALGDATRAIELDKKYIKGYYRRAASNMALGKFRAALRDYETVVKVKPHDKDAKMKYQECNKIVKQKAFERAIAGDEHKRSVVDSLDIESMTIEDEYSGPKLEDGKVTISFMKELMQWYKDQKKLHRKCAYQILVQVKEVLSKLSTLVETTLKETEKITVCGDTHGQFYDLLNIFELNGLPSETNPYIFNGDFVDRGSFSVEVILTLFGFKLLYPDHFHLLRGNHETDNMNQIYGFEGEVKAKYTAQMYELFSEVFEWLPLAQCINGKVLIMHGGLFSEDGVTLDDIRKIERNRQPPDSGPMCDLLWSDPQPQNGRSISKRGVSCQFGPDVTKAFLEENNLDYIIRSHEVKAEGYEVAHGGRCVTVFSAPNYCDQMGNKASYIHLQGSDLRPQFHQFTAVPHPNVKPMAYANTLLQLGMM
procasp7 counter = procaspase-7 activators, primary screen, counter-screen for procaspase-3 activator project, biochemical, absorbance, HTS, human; activation, % at 8.5 µM; 330,000 tested, 0.093% active; Caspase-7 (Homo sapiens), P55210; recombinant procaspase-7, Ac-DEVD-pNA absorbance 405 nm; D23A/D198A/D206A triple mutant, cannot self-cleave; scale: DMSO 0, 5 µM enzyme 100;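 active = percent activation above the screen-wide mean plus 3 SD, cut at about 25% in these data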
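Assay system: Uncleavable procaspase-7 mutant enzyme | Input: 2 µM procaspase-7 mutant as dispensed | Timing: 1 h compound preincubation, 2 h substrate cleavage, 25 °C | Repeats: One well per compound | Control set: DMSO wells as 0%, DMSO with 5 µM added PC-7 as 100% | Technique: Epi-absorbance of released pNA at 405 nm, two timepoints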
Starred values were filed as active, the others as inactive; ? = inconclusive; . = no result given. Random draw from the library (roughly 2.6% active in at least one column).

item | Structure | VLA-4 inh | PP1 inh | procasp3 activ | procasp7 counter | PP5 inh | JMJD2C inh | CTSL1 counter | GRK2 inh | core dimer inh
1 | NS(=O)(=O)c1ccc(CNC(=O)C2CCCCC2)cc1 | 3 | -10 | -7 | -6 | 2.8 | 0 | -7 | 1 | 1
2 | Cc1ccc(-c2nc(N)sc2C)cc1 | -2 | -6 | -5 | 5 | -0.1 | 1 | -3 | 0 | -3
3 | O=C(CN1CCN(Cc2ccccc2Cl)CC1)N/N=C/C=C/c1ccco1 | 9 | -1 | 7 | 9 | 0.5 | 129 | 1 | 0 | 2
4 | COc1ccc(NC(=O)Cc2ccccc2)cc1 | 0 | -3 | 1 | 12 | -1.6 | -2 | 1 | 3 | 7
5 | Cc1nn(Cc2c(Cl)cccc2Cl)c(C)c1NC(=O)CCCn1nc([N+](=O)[O-])c(Cl)c1C | 17 | 4 | 9 | -2 | 0.2 | -6 | 2 | 0 | 5
6 | O=C(c1ccccc1F)N(Cc1cccnc1)Cc1cc2cc3c(cc2[nH]c1=O)OCCO3 | -8 | 0 | 7 | -2 | -1.5 | 23 | 6 | 12 | -3
7 | O=C(O)c1coc2ccccc12 | 7 | -5 | 1 | 2 | -4.2 | 0 | -1 | 1 | -5
8 | Cn1nc(C(F)(F)F)c2cc(C(=O)Nc3ccc(C(F)(F)F)cc3)sc21 | 14 | -4 | 0 | 1 | 4.9 | -19 | 3 | 1 | 7
9 | O=C(NC1CC1)c1cc(-c2ccccn2)nc2ccccc12 | -7 | -2 | 5 | -2 | 2.7 | -4 | -1 | 6 | -4
10 | Cc1cc(C(=O)NCCCN2CCOCC2)n(-c2ccccc2)n1 | -12 | -1 | 4 | 0 | -1.7 | -5 | 5 | 0 | -6
11 | CCN(CC)CC(=O)Nc1sc(C)c(C)c1C(=O)c1ccc(C)cc1 | 4 | -4 | -4 | -6 | 2.9 | -18 | 10 | 3 | 4
12 | NS(=O)(=O)c1ccc(NC(=O)Cn2ncc3c2-c2ccccc2OC3)cc1 | 0 | -5 | -9 | 10 | 2.9 | -5 | 1 | 0 | -17
13 | Cc1ccc(N2C(=O)c3ccc(C(=O)O)cc3C2=O)cc1C | 9 | -1 | -4 | -2 | 0.7 | 37 | -1 | 0 | -3
14 | Cc1nn(CC(=O)N/N=C/c2ccc3c(c2)OCO3)c(C)c1Br | 8 | 1 | 1 | -3 | 1.6 | 14 | 3 | 3 | 6
15 | COc1ccc(C2CC(C(F)(F)F)n3nc(C(N)=O)c(Cl)c3N2)cc1OC (configuration not stated) | -18 | -1 | 3 | 3 | -1.1 | 4 | 1 | 3 | -3
16 | CN(C(=O)COc1ncnc2c1cnn2-c1ccccc1)C1CCCCC1 | 9 | 2 | 0 | 6 | 0.9 | -13 | 2 | 1 | -7
17 | Cc1ccc(OCCCNC2CCCC2)cc1 | 7 | -3 | -4 | -1 | 2.3 | -6 | 0 | 0 | 1
18 | O=C(COC(=O)c1ccc2c(c1)OCCO2)Nc1cccc(S(=O)(=O)N2CCOCC2)c1 | 25 | 4 | 0 | -5 | 0.5 | -8 | -13 | 3 | -3
19 | O=C(Nc1ccccc1N1CCN(C(=O)c2ccc(Cl)cc2)CC1)c1cc(Br)ccc1Cl | 12 | 18* | -13 | -7 | -0.1 | 6 | 1 | 0 | 26
20 | CC(Oc1cccc(Cl)c1)c1ccnc2nc(/N=C/N(C)C)nn12 (configuration not stated) | -1 | 1 | 3 | -1 | 3.0 | 6 | -2 | 1 | -4
21 | CCC(C)(C)NC(=O)CN(C(=O)CCC(=O)Nc1cc(C)ccn1)c1ccc2c(c1)OCCO2 | 0 | 0 | -1 | -6 | 0.3 | -21 | 5 | 0 | 1
22 | O=C(NCc1ccc(F)cc1)C1CCN(S(=O)(=O)c2ccc3c(c2)OCCCO3)CC1 | 6 | -1 | 7 | -4 | 0.5 | -8 | 0 | 0 | -4
23 | CC(C)c1cc(C(=O)Nc2cccc(C(F)(F)F)c2)no1 | 17 | 2 | 4 | 2 | 3.0 | -14 | 1 | 0 | -5
24 | O=C1N=C(N2CCOCC2)S/C1=C\c1ccccc1OS(=O)(=O)c1ccccc1 | 1 | 1 | 10 | 3 | -2.2 | 16 | 0 | 3 | 4
25 | Cc1ccc(-n2nnnc2SC(C)C(=O)Nc2ccc(Cl)cn2)cc1 (configuration not stated) | 6 | -4 | -1 | -2 | 0.3 | 0 | -2 | 0 | -2
26 | CC1(C)Cc2c(C#N)c(SCc3ccccc3)nc(N3CCOCC3)c2CO1 | 12 | -2 | 6 | 8 | 2.6 | -2 | 2 | 2 | -2
27 | O=C(NCc1n[nH]c(=S)n1-c1cccc(C(F)(F)F)c1)c1ccc(S(=O)(=O)N2CCCCC2)cc1 | 1 | -5 | -6 | -19 | -0.4 | 13 | 0 | 24 | -4
28 | CN(Cc1cccc(Cl)c1Cl)C(=O)CCNC(=O)c1ccco1 | 3 | . | 1 | 0 | . | 14 | . | 0 | .
29 | CCCc1cc(=O)n2[nH]c(SCc3ccc(Cl)cc3)nc2n1 | 3 | -1 | 6 | 5 | -1.3 | 12 | -3 | 0 | 11
30 | Cn1c(Cc2ccccc2)nnc1SCc1nc2ccccc2c(=O)[nH]1 | -15 | 2 | 7 | 6 | -7.0 | 0 | 7 | 0 | -3
31 | O=C(O)c1ccc(NS(=O)(=O)c2ccc3c(c2)C(=O)c2cc(S(=O)(=O)Nc4ccc(C(=O)O)cc4)ccc2-3)cc1 | -6 | 7 | 2 | -3 | -2.2 | 8 | 3 | 9 | -3
32 | O=C(O)CSc1c(-c2ccccc2)c2cc(Cl)ccc2[nH]c1=O | 22 | 1 | -7 | 7 | -0.3 | 1 | 4 | 1 | -20
33 | CC(C)N(C)CCOC(=O)c1ccccc1Cl | -8 | 2 | -6 | 5 | -7.5 | -13 | 6 | 0 | -8
34 | CS(=O)(=O)N(CC(=O)Nc1ccccc1C(=O)NCc1ccccc1)c1ccc2c(c1)OCCO2 | -8 | -2 | 4 | -8 | -0.1 | -3 | 3 | 3 | 0
35 | O=C(CCC(=O)N1CCOCC1)NCCc1ccc(F)cc1 | 4 | 0 | 2 | -15 | 0.2 | -5 | . | 0 | .
36 | Cc1ccc(OCC(=O)Nc2cc(-c3nn4c(C)nnc4s3)ccc2C)cc1 | -22 | -2 | 12 | 3 | 0.3 | -4 | 4 | 0 | 6
37 | CN(C)/C=C1\SC(=S)N(c2ccc(Br)cc2)C1=O | -71 | -3 | -11 | -12 | -2.2 | -29 | 2 | 2 | 4
38 | COC(=O)C1=C(C)NC(C)=C(C(=O)OC)C1C(=O)OCCN1C(=O)c2ccccc2C1=O | -10 | -2 | -13 | 44* | 2.9 | 3 | 5 | 0 | -6
39 | CC1CCN(S(=O)(=O)c2ccc3c(c2)c(=O)c(C(=O)NC2CCCC2)cn3C)CC1 | 2 | -5 | 2 | -4 | 2.8 | 17 | 0 | 3 | 8
40 | Cn1ncc(Cl)c1C(=O)Nc1ccncc1 | -1 | 2 | -4 | -4 | -1.1 | 6 | -3 | 1 | 3

Looked up one by one from the list above, six records:
item | Structure | VLA-4 inh | PP1 inh | procasp3 activ | procasp7 counter | PP5 inh | JMJD2C inh | CTSL1 counter | GRK2 inh | core dimer inh
28 | CN(Cc1cccc(Cl)c1Cl)C(=O)CCNC(=O)c1ccco1 | 3 | . | 1 | 0 | . | 14 | . | 0 | .
39 | CC1CCN(S(=O)(=O)c2ccc3c(c2)c(=O)c(C(=O)NC2CCCC2)cn3C)CC1 | 2 | -5 | 2 | -4 | 2.8 | 17 | 0 | 3 | 8
31 | O=C(O)c1ccc(NS(=O)(=O)c2ccc3c(c2)C(=O)c2cc(S(=O)(=O)Nc4ccc(C(=O)O)cc4)ccc2-3)cc1 | -6 | 7 | 2 | -3 | -2.2 | 8 | 3 | 9 | -3
29 | CCCc1cc(=O)n2[nH]c(SCc3ccc(Cl)cc3)nc2n1 | 3 | -1 | 6 | 5 | -1.3 | 12 | -3 | 0 | 11
32 | O=C(O)CSc1c(-c2ccccc2)c2cc(Cl)ccc2[nH]c1=O | 22 | 1 | -7 | 7 | -0.3 | 1 | 4 | 1 | -20
24 | O=C1N=C(N2CCOCC2)S/C1=C\c1ccccc1OS(=O)(=O)c1ccccc1 | 1 | 1 | 10 | 3 | -2.2 | 16 | 0 | 3 | 4

Additional structures.
item | Structure | VLA-4 inh | PP1 inh | procasp3 activ | procasp7 counter | PP5 inh | JMJD2C inh | CTSL1 counter | GRK2 inh | core dimer inh
41 | CC1CCN(c2nc(/C=C/c3ccccc3)nc3ccccc23)CC1 | 5 | 0 | -9 | -5 | -1.0 | 3 | 0 | 4 | 2
42 | C/C(=C\c1ccccc1)C(=O)n1nnc2ccccc21 | -7 | 1 | 5 | -8 | 1.3 | 0 | -6 | 0 | -3
43 | CC(=O)c1ccc(NC(=O)CCc2nc3sc4c(c3c(=O)[nH]2)CCCC4)cc1 | 0 | 4 | -1 | 2 | 1.8 | ? | 9 | 14 | 21
44 | C[C@H](NC(=O)c1nc[nH]c1C(=O)N1CCc2ccccc2C1)C(=O)OCc1ccccc1 | -5 | 2 | 4 | -2 | 2.2 | -6 | 2 | 0 | -8
45 | Clc1cc2nc3ccccn3c2cc1Cl | 0 | 2 | 0 | 15 | 0.9 | -36 | 2 | 0 | 0
46 | CC(C)CN(C(=O)CN1CCN(c2ccc(F)cc2)CC1)c1c(N)n(CC(C)C)c(=O)[nH]c1=O | 4 | -1 | 0 | -5 | -1.1 | -1 | -1 | 0 | -1
47 | CCN(c1ccc(OC)cc1)S(=O)(=O)c1nnc(NC(=O)c2ccc(C)cc2)s1 | -39 | -2 | 1 | 1 | 2.2 | 1 | -3 | 2 | 16
48 | COc1cccc(C(=O)NCCS(=O)(=O)NCC2CCCO2)c1 (configuration not stated) | 2 | -6 | 1 | 7 | -3.5 | -16 | 7 | 2 | -2
49 | CC(=O)Nc1ccc(S(=O)(=O)Nc2cc(-c3ccccc3)nn2C)cc1 | 0 | 0 | 13 | 8 | -1.7 | -3 | 1 | 2 | -2

Screening results deposited in PubChem BioAssay by several laboratories.
